GPR55 antagonists – GPR55 antagonists blocking LPI-driven arrestin recruitment, primary screen, imaging, U2OS, beta-arrestin-GFP, LPI agonist (AID 2013); U2OS GPR55 beta-arrestin-GFP translocation imaging, LPI antagonism; higher % means a stronger effect; actives 0.13% (n = 290,000); inhibition, % at 10 µM, or IC50 in µM where a hit was titrated;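 active means spots per cell inhibited over 60%, with over 100 cells counted and total cytoplasm intensity under 500,000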;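 further: U2OS cells stably carrying GPR55 and arrestin-GFP stimulated by 5 µM LPI near EC80; imaged beta-arrestin-GFP aggregate spots per cell after agonist stimulation; plate controls were LPI-stimulated DMSO wells for no effect and DMSO wells without LPI for full effect; some results filed as inactive read as strong as hits; confirmed hits need IC50 under 10 µM and bright autofluorescent wells are also inconclusive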
NOD1 inhibition – inhibition of NOD1-driven NF-kB reporter – cell-based, luminescence, uHTS, primary screen (AID 1578); actives 1% (n = 290,000); NOD1-driven NF-kB luciferase reporter cells, luminescence; higher % means a stronger effect; inhibition, % at 4 µM; hits with a dose series show EC50 in µM; in the data active means inhibition mostly above about 36%, no sharp cut-off; inactive means mostly below about 34%;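 further: HEK-293T reporter cells stimulated with the NOD1 agonist gamma-tri-DAP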
NTR1 agonist – NTR1-driven beta-arrestin-GFP spot formation – imaging, U2OS cells, high content, primary screen (AID 493036); agonist mode; activation, % at 20 µM; actives 0.17% (n = 330,000);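 active means activation at or above 40% of the spot to cytoplasm intensity ratio, with at least 20 cells analyzed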;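 further: 0% = DMSO without peptide and 100% = 100 nM NTR1 peptide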
Target sequence (P30989 whole entry, looked up): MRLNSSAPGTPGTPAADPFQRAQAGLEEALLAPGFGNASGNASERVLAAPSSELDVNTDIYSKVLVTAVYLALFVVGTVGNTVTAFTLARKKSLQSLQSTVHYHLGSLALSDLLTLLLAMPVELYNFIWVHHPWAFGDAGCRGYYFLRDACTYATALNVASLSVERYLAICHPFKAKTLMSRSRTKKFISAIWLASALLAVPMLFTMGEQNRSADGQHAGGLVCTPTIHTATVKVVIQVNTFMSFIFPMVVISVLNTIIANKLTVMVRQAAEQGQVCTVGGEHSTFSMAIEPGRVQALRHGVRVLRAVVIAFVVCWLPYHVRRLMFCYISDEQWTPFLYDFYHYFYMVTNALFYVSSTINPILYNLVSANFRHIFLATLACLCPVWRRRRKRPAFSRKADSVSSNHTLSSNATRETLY
KOR beta-arrestin-1 – kappa opioid receptor activators – cell-based, luminescence, uHTS, primary screen (AID 1777). KOR beta-arrestin recruitment, luminescence; higher % means a stronger effect. activation, % at 10 µM, or EC50 in µM where a hit was titrated. actives 0.02% (n = 280,000); in the data active means activation above about 50%, passing the limit was not always enough; further: a part of the inactive calls stands beside numbers as strong as those of hits
UTI89 phage lysis – inhibition of K1F phage lysis, E. coli UTI89, bacterial capsule biogenesis inhibitors, alamar blue (AID 488966); E. coli UTI89 K1F phage lysis, alamar blue, 2 h; higher % means a stronger effect; inhibition, % at 100 µM, or IC50 in µM where a hit was titrated; actives 0.02% (n = 340,000);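 active means phage lysis inhibition, versus mean bacterial control, above a set limit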;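 further: capsule biogenesis inhibitors block K1F phage lysis so surviving cells raise fluorescence; higher fluorescence means more inhibition of phage lysis; actives were called in the ten point dose series up to 300 µM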
KOR beta-arrestin-2 – kappa opioid receptor blockers – cell-based, luminescence, uHTS (AID 1778). actives 0.091% (n = 290,000). inhibition, % at 10 µM; hits with a dose series show IC50 in µM. KOR beta-arrestin recruitment, luminescence, antagonist mode; higher % means a stronger effect; in the data active means inhibition above about 50%; further: strong numbers were not always called active
GPR35 arrestin U2OS – inhibition of zaprinast-stimulated GPR35 beta-arrestin translocation – imaging, U2OS, beta-arrestin-GFP, zaprinast agonist, primary screen (AID 2058); U2OS GPR35 beta-arrestin-GFP translocation imaging, zaprinast antagonism; higher % means a stronger effect; one-dose inhibition, % at 10 µM; IC50 in µM for titrated hits; actives 0.052% (n = 290,000);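 active means inhibition of at least 50% with at least 30 cells and total cytoplasm GFP at most 10,000,000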
GPR55 activation – selective activators of receptor GPR55 – imaging, U2OS cells, beta-arrestin-GFP redistribution, primary screen (AID 1961); U2OS GPR55 beta-arrestin-GFP redistribution imaging; higher % means a stronger effect; actives 0.048% (n = 290,000); activation, % at 10 µM, or EC50 in µM where a hit was titrated;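 active means activation above 40% with more than 50 cells counted in the well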;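 further: U2OS osteosarcoma cells stably expressing GPR55 and beta-arrestin-GFP; plate controls were DMSO negative control for no effect and LPI positive control for full effect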
MgcRacGAP inhibition – MgcRacGAP GTPase-activating activity inhibitors, confirmation, biochemical, ADP Hunter fluorescence; MgcRacGAP-stimulated Rac1 GTP hydrolysis, ADP Hunter fluorescence; higher % means a stronger effect; GST-tagged Rac1 F28L mutant substrate; inhibition, % at 30 µM, or IC50 in µM where a hit was titrated; actives 0.6% (n = 340,000);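 active means first-screen hits whose inhibition reached a set limit at any dose in the follow-up dose series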;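 further: fluorescence reports GDP produced by GAP-driven GTP hydrolysis; strong numbers were not always called active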
NTR1 agonist cell count 20 µM – further read-out of NTR1 agonist, marked with its call; cell count; measured here: cell count, cytotoxicity flag
Active calls of the source: *; . = not tested or not shown; [ ] = remark or other dose. This is a subset; rates above refer to the full screens.

SMILES	GPR55 antagonists	NOD1 inhibition	NTR1 agonist	NTR1 agonist cell count 20 µM	KOR beta-arrestin-1	UTI89 phage lysis	KOR beta-arrestin-2	GPR35 arrestin U2OS	GPR55 activation	MgcRacGAP inhibition
O=C(Cn1nc(C(F)F)cc1C(F)F)N/N=C/c1ccc2c(c1)OCO2	12%	6%	0.0	60	3.3%	3.5%	-26%	-3%	0.2%	8%
COc1ccc(CNC(=O)CN(C(=O)c2snc(C(N)=O)c2N)c2cccc(F)c2)cc1	24%	-12%	0.5	57	-1.5%	-0.2%	-28%	6%	0.1%	5%
Cn1c(CN2CCN(CCO)CC2)c(C#N)c2ccccc21	9%	4%	0.8	40	0.6%	12%	-15%	8%	0.8%	3%
Cc1cc(C)c(NC(=O)CN2CCCCCC2)c(C)c1	7%	-16%	-0.7	88	3.2%	0.2%	-32%	-7%	-0.2%	5%
CCN(Cc1ccccc1)S(=O)(=O)c1cc(C(=O)OC)n(C)c1	11%	12%	0.4	37	-5.1%	3.1%	-5%[20 µM]	17%	-0.3%	-16%
Fc1ccc(/C=N/n2c(C3CCCCC3)n[nH]c2=S)cc1	-13%	-9%	2.6	70	0.7%	-1.4%[50 µM]	-26%	-11%	-0.1%	.
CN(C)S(=O)(=O)c1cccc(NC(=O)NCCCl)c1	4%	1%	-0.9	54	2.8%	0.4%	12%	-8%	-0.1%	5%
COc1ccc(Nc2nc(-c3cccs3)cs2)c(OC)c1	16%	-81%	-0.1	111	-0.8%	0.0%	4%	9%	-0.1%	32%
COC(=O)c1c(-c2ccncc2)csc1NC(=O)c1ccoc1C	-2%	-30%	3.8	61	-3.6%	1.7%	27%	6%	-0.2%	5%
N#CC1=C(N)Oc2cc3ccccc3cc2C1c1cccs1 (stereo not given)	21%	20%	-2.1	73	-2.5%	-2.1%	-41%	6%	-0.1%	-4%
CCOC(=O)c1ccc2[nH]c3c(c2c1)CCCC3C(=O)OCC (stereo not given)	7%	-3%	1.4	30	2.5%	2.1%	2%	6%	-0.2%	14%
COCCOC1CCN(Cc2cn(Cc3ccccc3)nc2-c2cc3ccccc3o2)CC1	25%	-44%	1.4	58	.	0.4%	-37%[20 µM]	-9%	-0.2%	7%
CC(C(=O)Nc1ccc(F)c(F)c1F)N(C)Cc1cccs1 (stereo not given)	0%	-12%	1.7	50	6.3%	-0.1%	13%	-12%	-0.2%	5%
N#Cc1nc(-c2cccs2)oc1N1CCOCC1	-1%	20%	1.3	49	-1.5%	2.6%	-44%	25%	-0.1%	3%
O=[N+]([O-])c1cccc(S(=O)(=O)NCCOc2cccc3cccnc23)c1	14%	-6%	0.7	60	5.8%	0.1%[50 µM]	-13%	-11%	-0.1%	5%
O=C(NCc1ccco1)C1CCN(c2nc3ccccc3n2Cc2ccccc2F)CC1	-8%	19%	-0.6	77	3.0%	1.2%	-2%	-2%	-0.1%	11%
CCN(CC)CCNC1=NCCn2c1cc1cc(OC)ccc12	21%	-23%	-1.1	86	-7.5%	1.6%	10%	13%	-0.1%	9%
CC(C)Sc1nnc(-c2c[nH]c3ccccc23)n1C	7%	-18%	-0.7	87	-3.0%	4.0%	-13%	-11%	0.3%	4%
CCOC(=O)c1sc(=NC(=O)c2ccco2)n(C)c1C	-12%	-47%	-1.3	55	-0.9%	-0.2%	6%	18%	0.4%	6%
Nc1ccc(S(=O)(=O)NNC(=O)C(=O)NNc2ccccc2)cc1	7%	-44%	-0.3	62	1.9%	2.8%[50 µM]	9%	3%	-0.3%	1%
C[C@]12CCC3C(CC[C@H]4CCCC[C@]34C)C1CC[C@@]2(O)CNCCO (stereo not given in full)	16%	-8%	18	73	-9.9%	0.5%[50 µM]	-17%	-12%	-0.1%	8%
C=CCNC(=O)c1cc(-c2ccc3c(c2)OCO3)on1	9%	-10%	0.8	79	0.3%	-0.2%	21%	-11%	-0.2%	6%
CCN(Cc1ccccc1)C(=O)c1cc2c(OC)c(OC)c(OC)cc2[nH]1	-1%	-10%	-0.9	78	-0.6%	0.0%	-7%	2%	-0.1%	5%
COc1ccc(OC)c(NC(=O)CCNS(=O)(=O)c2ccc3c(c2)c(=O)n(C)c(=O)n3C)c1	4%	9%	-0.9	43	-4.7%	0.7%	16%	7%	-0.2%	0%
CCc1cc(C(=O)N/N=C/c2ccc(OC)cc2)c2ccccc2n1	0%	4%	-0.6	50	5.2%	0.1%	-16%	-2%	-0.1%	-1%

The closing 2 entries of the section before open the next one.
SMILES	GPR55 antagonists	NOD1 inhibition	NTR1 agonist	NTR1 agonist cell count 20 µM	KOR beta-arrestin-1	UTI89 phage lysis	KOR beta-arrestin-2	GPR35 arrestin U2OS	GPR55 activation	MgcRacGAP inhibition
COc1ccc(OC)c(NC(=O)CCNS(=O)(=O)c2ccc3c(c2)c(=O)n(C)c(=O)n3C)c1	4%	9%	-0.9	43	-4.7%	0.7%	16%	7%	-0.2%	0%
CCc1cc(C(=O)N/N=C/c2ccc(OC)cc2)c2ccccc2n1	0%	4%	-0.6	50	5.2%	0.1%	-16%	-2%	-0.1%	-1%
Cc1csc2ncc(C(=O)Nc3ccon3)c(=O)n12	-7%	-12%	-1.4	38	-8.1%	1.6%	-4%	1%	0.1%	2%
N/C(=N\OC(=O)COc1ccc(Cl)cc1Cl)c1ccncc1	1%	-57%	.	.	0.9%	0.6%	6%	2%	-0.3%	2%
O=C(NCCc1ccc(Cl)cc1)C1CCN(S(=O)(=O)c2ccc(-n3cnnn3)cc2)CC1	12%	-12%	-2.2	90	-2.2%	0.3%	14%	10%	-0.4%	2%
C=CCNS(=O)(=O)c1ccc2nsnc2c1	4%	-26%	-0.6	56	-6.1%	0.3%	50%	10%	-0.1%	0%
COc1ccc2ccc3c(c2c1)N=C[C@]1(O3)N(C)c2ccccc2C1(C)C	-5%	20%	0.5	61	-1.8%	-0.8%	0%	-12%	-0.1%	4%
COc1cccc(OCC(=O)NN=C2c3ccccc3-c3ccccc32)c1	4%	12%	32	38	-3.1%	0.5%	-13%	-8%	-0.1%	3%
Cc1nc(S/C(=C/c2ccc(-c3cccc(Cl)c3)o2)C(=O)O)n[nH]1	11%	-5%	1.8	32	0.3%	0.8%	-74%	12%	0.0%	11%
CCc1ccc(OCC(=O)N/N=C(\C)c2ccccc2OC(F)F)cc1	-15%	-3%	4.2	72	0.3%	0.5%[50 µM]	7%	1%	0.0%	8%
COc1ccc(S(=O)(=O)N[C@H](C(=O)N2CC[C@@]3(O)CCCC[C@H]3C2)c2ccccc2)cc1	5%	16%	0.1	55	0.0%	0.4%[50 µM]	18%	14%	0.2%	1%
O=C(C[n+]1cc2ccccc2c2ccccc21)c1ccccc1	5%	-1%	2.4	43	-2.5%	-0.6%	-14%	-3%	-0.1%	17%
CCOCCCNC(=O)c1ccc(N2CCOCC2)c(NS(=O)(=O)c2ccc(OC)cc2)c1	17%	-19%	1.3	51	-4.4%	-0.8%	2%	2%	0.6%	2%
COC(=O)CCN1CCN(S(=O)(=O)c2cccc(Br)c2)CC1	14%	-29%	1.2	62	-2.3%	0.2%	-8%	5%	0.8%	6%
COc1ccc(Nc2cc(C)c3c(O)cccc3n2)cc1	17%	-12%	1.7	60	-3.2%	13%[50 µM]	-10%	6%	-0.1%	8%
CCCCN1C(=S)NC[C@@H]1C(C)CC (stereo not given in full)	-8%	-10%	0.3	71	-2.2%	0.6%	-14%	6%	0.3%	11%
CCOC(=O)C(C)n1cnc2c(nnn2-c2cccc(OC)c2)c1=O (stereo not given)	1%	-6%	-1.9	95	-6.7%	0.2%	-5%	5%	0.0%	5%
COC(=O)CC1NCCNC1=O (stereo not given)	11%	4%	4.4	80	4.1%	0.7%	6%	1%	-0.6%	7%
Cc1cc(C)cc(N(CC(=O)NCc2ccccc2Cl)S(=O)(=O)c2c(C)[nH]c(=O)[nH]c2=O)c1	8%	24%	-0.3	56	-1.2%	-0.5%	-10%	-3%	-0.1%	14%
CC1CCN(S(=O)(=O)c2cccc(C(=O)O)c2)CC1	0%	-7%	-1.0	74	-3.0%	1.1%	16%	8%	-0.1%	6%
COc1ccccc1OCc1ccc(C(=O)n2nc(C)c(Cl)c2C)o1	-13%	-37%	7.9	51	-4.4%	6.8%	-12%	0%	-0.1%	0%
Clc1ccccc1-c1ncc2ccccn12	-8%	-42%	-0.8	67	-0.9%	2.0%	7%	-14%	0.0%	13%
Cn1cc([N+](=O)[O-])c(C(=O)Nc2cc(Oc3cccnc3)cc([N+](=O)[O-])c2)n1	16%	3%	9.5	60	-2.6%	.	22%	-1%	0.6%	.
C=CCOC(=O)CCC(=O)Nc1cccc2ccccc12	10%	-16%	1.8	71	-3.3%	0.2%	8%	4%	-0.2%	10%
CCc1nc(CNC(=O)C2CCC(=O)N(CCc3ccc(OC)cc3)C2)cs1 (stereo not given)	10%	-19%	-0.5	87	-1.5%	0.0%	30%	6%	0.3%	7%
Cc1c(Cl)cccc1NC(=O)CC1Oc2ccccc2NC1=O (stereo not given)	8%	-18%	-0.8	88	15%	0.4%	8%	-5%	-0.2%	9%
O=C(Cc1ccc(-n2c(=O)[nH]c3ccsc3c2=O)cc1)N1CCN(c2ccc(Cl)cc2)CC1	17%	-28%	4.1	79	4.7%	0.7%[50 µM]	-1%	-5%	0.0%	-2%

Remaining list, next part:
SMILES	GPR55 antagonists	NOD1 inhibition	NTR1 agonist	NTR1 agonist cell count 20 µM	KOR beta-arrestin-1	UTI89 phage lysis	KOR beta-arrestin-2	GPR35 arrestin U2OS	GPR55 activation	MgcRacGAP inhibition
COCc1cc(N2CCOCC2)nc(SCc2ccc(Cl)cc2)n1	7%	52%*	1.1	41	5.0%	-0.8%	13%	27%	-0.2%	11%
O=C(CN1CCCCCCC1)Nc1ccc(Cl)cc1Cl	1%	-34%	6.5	49	-6.5%	-0.9%	7%	-4%	0.5%	-50%
NC(=O)CSCc1ccc(Br)cc1	4%	-8%	0.3	40	-3.0%	0.2%	-33%	5%	-0.1%	1%
CCOc1ccc(NC(=O)c2ccc(C#CC(C)(C)O)cc2)cc1	6%	-15%	-0.8	74	-0.8%	-0.3%	18%	-5%	-0.3%	12%
O=C(CN1CCC(NC(=O)c2ccccc2Cl)CC1)NCc1ccccc1	4%	-33%	-1.3	45	2.7%	0.2%	-18%	3%	0.3%	7%
Cc1ccc(OCC(=O)Nc2ccc(F)cc2)cc1	3%	-50%	1.7	67	-2.4%	0.8%[50 µM]	-28%	-6%	-0.2%	9%
CCOc1nc(S(=O)(=O)c2ccc(C)cc2)c(Cl)s1	0%	15%	-0.9	46	-5.0%	4.0%	2%	16%	-0.1%	4%
CCOC(=O)c1sc(C(=O)OCC)c(OCCO)c1OCCO	12%	-29%	-0.3	85	1.9%	0.2%	10%	-18%	0.0%	5%
O=c1[nH]cnc2c1C(c1ccccc1)c1c(nc[nH]c1=O)O2	6%	3%	0.2	75	-1.4%	0.3%	19%	-13%	0.5%	7%

Screens: PubChem BioAssay, several laboratories
